# Mito fusion yeast: mitochondrial division inhibition or fusion activation; 320,000 compounds, 0.23% hits; S. cerevisiae fusion-defective mutant growth rescue, CellTiterGlo 48 h; Potency, µM (doses to about 46.1 µM), for the others: at the top dose growth rescue (activation), hits mostly activators;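 also: potency is read from the fitted curve at half-maximal effect; % of control where 0% means no effect; nearly all actives have a fitted effect of over 45% in size; temperature-sensitive fusion mutants such as fzo1-1 at 37 °C on non-fermentable ethanol glycerol medium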
#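 Luminescent cell viability in 1536-well qHTS format served as the measure of rescued growth in ts fusion-mutant S. cerevisiae cultured on non-fermentable YPEG for 48 hours at 37C.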
# KCNH2 3.1 inh: blocks the human KCNH2 3.1 channel isoform; 340,000 compounds, 0.95% hits; activity change, % (tested at about 1.8 µM); U2OS KCNH2 3.1, thallium flux FluxOr; hits give low values;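 active = maximum activity change below -70%; inconclusive = maximum activity change from -70% to -50%; inactive = maximum activity change above -50%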;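 also: thallium influx rate constant from kinetic fluorescence after stimulation buffer; % is scaled to controls: 0 for no effect and ±100 for the full control effect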
#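 Thallium flux via FluxOr fluorescence (Red40 quencher, 45 min loading) in U2OS cells virally expressing the KCNH2 3.1 isoform (1.77 x 10^8 /mL virus, overnight at 37 C). Rate constants from 2-min kinetic reads post-stimulation, normalised to positive and negative controls.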
# ELG1 repair inh: inhibitors of ELG1-dependent DNA repair in HEK293T cells; HEK293T ELG1-luciferase reporter, luminescence, 16 h; DNA damage induced by 5-fluorouridine; Potency, µM (highest dose often 46.1 µM), for inactives: at the highest dose activity change, negative = inhibition, most hits filed as inhibitors; 330,000 compounds, 2.3% hits; AID 504467; also: potency is read from the fitted curve at half-maximal effect; % is scaled to controls: 0 for no effect and ±100 for the full control effect; nearly all actives have a fitted effect of over 55% in size
#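 Step one: seed 2,000 cells per well. Step two: pin-transfer compound or DMSO alongside 5-fluorouridine. Step three: incubate 16 hr, 37 °C, 5% CO2. Step four: add ONE-Glo, wait 30 min, read luminescence.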
# Rab9 prom act: activates the Rab9 promoter. Huh7 Rab9 promoter-luciferase reporter, luminescence, 24 h. Potency, µM (titrated, usually from 9.22 µM), for the others: at the highest dose activation, negative = inhibition, hits mostly activators. 320,000 compounds, 2.8% hits; also: potency is read from the fitted curve at half-maximal effect; % of control where 0% means no effect; nearly all actives have a fitted effect of over 60% in size
#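 Measured in stably transfected Huh7 cells bearing a Rab9 promoter–luciferase construct: 24 h compound treatment at 37 °C, followed by luminescence detection.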
# Gal4-VP16 FLuc: inhibits Gal4-VP16 luciferase reporter, ROR gamma counter-screen; Drosophila S2 Gal4-VP16 UAS-luciferase, luminescence, 20 h; Potency, µM (highest dose often 53.6 µM), inactives show at the top dose activity, negative = inhibition, usual class: inhibitors; 310,000 compounds, 3.5% hits; AID 2546;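 also: Gal4-VP16 expression switched on by copper sulfate through the metallothionein promoter; potency is read from the fitted curve at half-maximal effect; % is scaled to controls: 0 for no effect and ±100 for the full control effect; nearly all actives have a fitted effect of over 50% in size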
# PKM2 activator: increases activity of human pyruvate kinase M2 | 260,000 compounds, 0.34% hits | Potency, µM (titrated, usually from 57.5 µM), without a hit: at the highest dose activation, hits mostly activators | P14618 | purified PKM2, Kinase-Glo ATP luminescence, activation; response scale: 0% is enzyme alone, no compound; also: potency is read from the fitted curve at half-maximal effect; % is scaled to controls: 0 for no effect and ±100 for the full control effect; nearly all actives have a fitted effect of over 55% in size
#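 Kinase-Glo luminescence reports ATP generated from ADP (0.1 mM) and PEP (0.5 mM) by purified hPK-M2 after 1 h at room temperature, pH 7.2 imidazole buffer; intermediate enzyme activity allows detecting inhibitors and activators.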
# MBNL1-CUG inh: blocks human MBNL1 binding to CUG repeat RNA | Potency, µM (top dose mostly 57.5 µM), without a hit: top-dose activity change, negative = inhibition, hits mostly inhibitors | Q9NR56 | AID 2675 | 280,000 compounds, 0.036% hits | TR-FRET MBNL1-His/biotin-(CUG)12 binding, 665/545 ratio; active = well fitted inhibition curve with a large enough effect in the signal ratio, with a control signal flat, not every such curve was filed as active; inconclusive = small, poorly fitted or top-dose-only effect, or effect the other way, or a change in a side signal; inactive = no such curve, though single readings can be large or run the other way; the % refers to the signal ratio; also: potency is read from the fitted curve at half-maximal effect; % is scaled to controls: 0 for no effect and ±100 for the full control effect
# Target sequence (Q9NR56 whole entry, looked up): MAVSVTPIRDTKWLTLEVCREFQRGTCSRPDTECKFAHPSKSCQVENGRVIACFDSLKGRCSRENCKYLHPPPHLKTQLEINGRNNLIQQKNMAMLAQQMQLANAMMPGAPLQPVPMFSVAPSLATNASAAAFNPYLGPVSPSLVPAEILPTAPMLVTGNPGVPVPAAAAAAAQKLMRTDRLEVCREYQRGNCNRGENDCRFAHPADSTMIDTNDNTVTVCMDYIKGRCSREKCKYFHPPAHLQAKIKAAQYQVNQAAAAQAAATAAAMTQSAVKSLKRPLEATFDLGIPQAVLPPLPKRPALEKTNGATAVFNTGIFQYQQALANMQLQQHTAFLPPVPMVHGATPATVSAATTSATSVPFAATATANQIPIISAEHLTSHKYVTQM
#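 TR-FRET between His-tagged MBNL1 and biotin-(CUG)12 RNA, detected with Tb anti-His antibody (0.055 ng/ul) and streptavidin-XL665 (5 nM), 60 min at room temperature. Compounds titrated 92 nM to 58 uM; 665/545 nm ratio normalized to buffer and complex controls.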
# RORgamma inh: blocks mouse ROR gamma transcriptional activity | P51450 | Drosophila S2 Gal4-RORgamma UAS-luciferase reporter, 20 h | Potency, µM (titrated, usually from 53.6 µM), for the others: at the top dose activity change, negative = inhibition, usual class: inhibitors | 310,000 compounds, 5.4% hits; also: potency is read from the fitted curve at half-maximal effect; % is scaled to controls: 0 for no effect and ±100 for the full control effect; nearly all actives have a fitted effect of over 60% in size
# Target sequence (P51450 whole entry, looked up, the tested form may be a part): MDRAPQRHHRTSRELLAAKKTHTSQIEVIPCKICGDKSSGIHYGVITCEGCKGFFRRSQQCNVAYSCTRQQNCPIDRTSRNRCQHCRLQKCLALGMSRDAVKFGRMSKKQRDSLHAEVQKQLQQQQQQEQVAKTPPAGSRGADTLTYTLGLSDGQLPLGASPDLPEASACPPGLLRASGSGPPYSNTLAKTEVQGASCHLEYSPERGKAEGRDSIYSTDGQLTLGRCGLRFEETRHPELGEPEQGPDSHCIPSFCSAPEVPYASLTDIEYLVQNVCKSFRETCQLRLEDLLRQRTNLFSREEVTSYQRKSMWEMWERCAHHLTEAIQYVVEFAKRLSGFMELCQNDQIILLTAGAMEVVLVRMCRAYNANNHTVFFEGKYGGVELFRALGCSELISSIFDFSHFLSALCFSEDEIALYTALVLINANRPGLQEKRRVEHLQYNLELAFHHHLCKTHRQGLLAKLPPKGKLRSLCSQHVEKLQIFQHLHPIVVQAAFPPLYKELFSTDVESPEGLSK
#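 ROR gamma transcriptional activity was tracked as Gal4-UAS luciferase output in stably transfected Drosophila Schneider cells, with compound added 1 hr before 700 uM copper sulfate induction and a 20 hr ambient-temperature incubation.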
# FLuc counter: inhibits or activates purified firefly luciferase, miR-21 counter-screen | Potency, µM (series often up to 57.5 µM), for the others: top-dose activity change, negative = inhibition, hits mostly inhibitors | P08659 | 360,000 compounds, 6.9% hits | AID 588342 | purified FLuc, Km substrates, luminescence inhibition;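 also: potency is read from the fitted curve at half-maximal effect; plate controls were vehicle for no effect and reference inhibitor for full effect; nearly all actives have a fitted effect of over 55% in size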
#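 Biochemical qHTS of compounds, final roughly 60 µM downward over six points, against 10 nM purified firefly luciferase using Km concentrations of substrates (10 uM D-luciferin, 10 uM ATP) in Tris acetate pH 7.5 buffer; luminescence output.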
# Menin MLL FP TR: menin-MLL binding inhibition, Texas Red mutant peptide; O00255; Menin + Texas Red MLL mutant peptide, fluorescence polarization; Potency, µM (top dose mostly 61.6 µM), without a hit: top-dose FP activity change, negative = inhibition, hits mostly inhibitors; 270,000 compounds, 0.23% hits; active = well fitted inhibition curve with a large enough effect in the polarisation, with a control signal flat, not every such curve was filed as active; inconclusive = small, poorly fitted or top-dose-only effect, or effect the other way, or a change in a side signal; inactive = no such curve, though single readings can be large or run the other way; the % refers to the polarisation; also: potency is read from the fitted curve at half-maximal effect; % of control where 0% means no effect; many of its hits are not listed in these tables
# NPC1 promoter act: activators of NPC1 promoter; Huh7 NPC1 promoter luciferase reporter, 24 h; Potency, µM (doses to about 9.22 µM), inactives show at the top dose activation, most hits filed as activators; 320,000 compounds, 2.4% hits; AID 485313;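 also: potency is read from the fitted curve at half-maximal effect; % of control where 0% means no effect; nearly all actives have a fitted effect of over 60% in size; reporter is driven by a mutant NPC1 promoter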
#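 Luciferase expression driven by the NPC1 promoter was measured in stably transfected Huh7 cells after a 24 h compound incubation, using a luciferase reagent and a luminescence read.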
# An asterisk follows results filed as active; ? = inconclusive; nt = not tested or not shown; & = joins results of further samples; [ ] = another dose, or the depositor's remark. Unless noted, calls follow the shape of the dose curve; as a rule, active = well fitted curve in the direction sought with a large enough effect; inconclusive = small, poorly fitted or top-dose-only effect, or another doubt; inactive = no such curve, though single readings can be large; an effect the other way counts as inactive or inconclusive. A portion of the library; rates above refer to the full screens.
SMILES,Mito fusion yeast,KCNH2 3.1 inh,ELG1 repair inh,Rab9 prom act,Gal4-VP16 FLuc,PKM2 activator,MBNL1-CUG inh,RORgamma inh,FLuc counter,Menin MLL FP TR,NPC1 promoter act
O=C(CSc1nnnn1C1CCCCC1)NCc1ccco1,-4%,-6,13%,6%,16%,-1%,-2%,44%,3%,-7%,4%
CNC(=S)N(Cc1cccs1)Cc1cc2cc(OC)ccc2[nH]c1=O,0%,-5,?,-4%,5%,-1%,?,39%,-2%,7%,-5%
COc1ccc(C(=O)NCC(=O)OCC(=O)N2N=C(c3ccc(Cl)cc3)CC2c2ccco2)cc1OC (centres undefined),9%,1,12%,-1%,-9%,2%,3%,-4%,1%,4%,0%
Cc1cccc(OCC(=O)O/N=C(\N)c2ccccn2)c1,-1%,-11,?,14%,4%,-3%,5%,26%,17µM*,-6%,27%
CSc1nc(=S)n(-c2ccccc2)c(C)c1C(C)=O,-20%,15,1%,-4%,-20%,nt,3%,-19%,-3%,15%,-4%
Cc1ccccc1-c1nc2cc(Cl)ccc2o1,-2%,-2,?,?,11%,-8%,-4%,-1%,2.1µM*,19%,?
C/C(=N\NC(=O)c1ccccc1-n1cccc1)C1CC1,3%,-76*,?,3%,1%,-18%,-7%,-15%,1%,-13%,3%
COc1cccc(CNC(=O)C2CCN(S(=O)(=O)N3CCC(C)CC3)CC2)c1,7%,-14,?,0%,-2%,0%,-2%,3%,0%&-6%,-4%,0%
Cc1nc(SCC(=O)O)c(C#N)c(-c2ccco2)c1C(=O)N(C)C,1%,-2,0%,-4%,-2%,1%,0%,0%,-3%,nt,1%
O=C(N/N=C/c1coc2ccccc2c1=O)c1ccncc1,-1%,-5,-19%,0%,6%,1%,2%,6%,3%,3%,2%
O=C(CC1S/C(=N/N=C/C=C/c2ccccc2)NC1=O)Nc1ccc(Cl)c(Cl)c1 (centres undefined),0%,19,2%,0%,7.9µM*,4%,nt,5.6µM*,2%,?,1%
CC1(c2ccccc2)NC(=O)N(CC(=O)NCC2CCCO2)C1=O (centres undefined),0%,-15,11%,-1%,nt,nt,nt,nt,6%,nt,-3%
Cc1ccc(C(=O)NCc2occc2C(=O)O)o1,1%,0,6%,2%,-14%,2%,-3%,16%,6%[2.3 µM],7%,0%
COC(=O)c1c(C)oc2ccc(N(C(C)=O)S(=O)(=O)c3ccccc3)cc12,?,-8,-22%,-7%,?,nt,4%,?,-2%,nt,-7%
COc1ccc(OC)c(S(=O)(=O)Nc2ccc3c(c2)C(=O)OC3)c1,4%,7,?,-2%,-4%,-2%,-9%,13%,-3%,nt,2%
CCOC(=O)CN1NC2(CCCCCC2)NC1=S,-1%,0,0%,-4%,-17%,-8%,-10%,7.1µM*,1%,nt,-2%
COc1ccc(N(Cc2ccco2)C(=O)c2ccccc2F)cc1OC,3%,3,-29%,-2%,3%,0%,-13%,-1%,1%,-12%,-3%
O=C(CSc1nncn1-c1ccccc1)Nc1ccc(F)cc1F,1%,9,17%,-2%,8%,-3%,0%,11%,0%,-18%,0%
CC(C)CNC(=S)N(CCCO)Cc1cc2cc3c(cc2[nH]c1=O)OCCO3,0%,22,?,4%,-13%,-9%,17%,39%,1%,-14%,-2%
N#C/C(=C\c1ccc2c(c1)OCCO2)C(=O)NC1CCCCC1,0%,0,?,5%,9%,-6%,-8%,?,4.8µM*,2%,-3%
CCOc1ccc(S(=O)(=O)N2CCC(C(=O)OC(C)C(=O)N(C)C3CCCCC3)CC2)cc1 (centres undefined),-3%,-1,0%,0%,-4%,4%,2%,17%,-1%,?,0%
Cc1ccc(NCc2nnc(SCC#N)o2)c(C)c1,-8%,-9,8%,1%,0%,4%,-6%,11%,0%,-7%,1%
COc1ccc(OC)c(NC(=O)CN2C(=O)NC3(CCCc4ccccc43)C2=O)c1 (centres undefined),-2%,-9,2%,-6%,nt,nt,nt,nt,4%,nt,0%
Cc1ccc(CSCC(=O)NCc2cccs2)cc1,-5%,-21,?,-3%,-2%[10 µM],9%,-6%,?,0%,4%,0%
CCC(CC)C(=O)Nc1nnc(S(=O)(=O)N2CCCCCC2)s1,-11%,8,20%,6%,8%,2%,9%,-14%,2%&-15%,-2%,-3%

# Entries listed above marked active in RORgamma inh:
SMILES | Rab9 prom act | PKM2 activator | RORgamma inh | Menin MLL FP TR | NPC1 promoter act
O=C(CC1S/C(=N/N=C/C=C/c2ccccc2)NC1=O)Nc1ccc(Cl)c(Cl)c1 (centres undefined) | 0% | 4% | 5.6µM* | ? | 1%
CCOC(=O)CN1NC2(CCCCCC2)NC1=S | -4% | -8% | 7.1µM* | nt | -2%

# Rewritten with two lines to a compound: two of the compounds above
# Screens in order – Mito fusion yeast	KCNH2 3.1 inh	ELG1 repair inh	Rab9 prom act	Gal4-VP16 FLuc	PKM2 activator	MBNL1-CUG inh	RORgamma inh	FLuc counter	Menin MLL FP TR	NPC1 promoter act
- Cc1ccc(C(=O)NCc2occc2C(=O)O)o1
    1%	0	6%	2%	-14%	2%	-3%	16%	6%[2.3 µM]	7%	0%
- COc1ccc(C(=O)NCC(=O)OCC(=O)N2N=C(c3ccc(Cl)cc3)CC2c2ccco2)cc1OC (centres undefined)
    9%	1	12%	-1%	-9%	2%	3%	-4%	1%	4%	0%

# (next part)
SMILES,Mito fusion yeast,KCNH2 3.1 inh,ELG1 repair inh,Rab9 prom act,Gal4-VP16 FLuc,PKM2 activator,MBNL1-CUG inh,RORgamma inh,FLuc counter,Menin MLL FP TR,NPC1 promoter act
Cc1cc(NC(=O)c2ccc(S(=O)(=O)N3CCCC3)cc2)nc2c1c(=O)oc1ccccc12,10%,-1,?,5%,3%,-14%,?,8%,1%,18%,-2%
CCOC(=O)C1(CCCc2ccccc2)CCN(CCCn2cccn2)CC1,-3%,-111*,1%,-1%,-2%,-13%,2%,-2%,-1%,-14%,0%
Cc1cccc(CSC2=NCCN2C(=O)c2ccco2)c1,2%,2,?,-8%,-3%,15%,-5%,0%,-2%,1%,1%
CCc1cc2cc(C(=O)N3CCN(Cc4ccccc4)CC3)sc2s1,-9%,-32,nt,nt,-11%,11%,-1%,?,17µM*,-8%,nt
CCOc1ccc2c(c1)C(C)=CC(C)(C)N2S(=O)(=O)c1ccc(F)cc1,-20%,-11,-11%,-18%,-3%,0%,-1%,-32%[1.91 µM],2%,-14%,-24%
O=C1CCC/C1=C/Nc1ccc(Cl)cc1,8%,20,?,22%,11%,7%,?,7%,-17%,7%,1%
CN1CCN(NC(=O)CN2C(=O)/C(=C/c3ccccc3Cl)SC2=S)CC1,2%,-21,8%,-1%,16%[0.365 µM],9%,41%[activator],-9%,-11%,6%,-1%
CCN(CC)CCNCc1ccc(-c2ccc(Cl)cc2)o1,1%,0,-1%,0%,0%,-6%,10%,7.9µM*,-2%,10%,0%
COc1ccc(S(=O)(=O)N2CCN(Cc3ccccc3)CC2)cc1,-2%,4,?,-1%,27%,4%,1%,-12%,3%,-3%,6%
CCOc1cc(/C=C2/C(=O)ON=C2C)ccc1OCc1ccccc1,2%,3,27%,-3%,?,-7%,10%,?,-9%,-10%,-1%
O=C(NCCc1ccc(F)cc1)c1ccc([N+](=O)[O-])cc1,1%,13,?,3.2µM*,-11%,-2%,?,-2%,15µM*,0%,2.5µM*
CC(=O)c1sc(-c2ccc(F)cc2F)nc1C,3%,-12,?,-1%,3%,2%,25%,19%,?,nt,2%
CC1(C)Cc2nc3sc4c(OCc5ccccc5)ncnc4c3cc2CO1,-2%,10,-1%,10%,3%,1%,-1%,3%,-6%,-4%,-3%
CC1=C(C(=O)OC2CCCCC2)C(c2ccc(C)o2)C2=C(CCCC2=O)N1 (centres undefined),7%,-14,?,1%,2%,7%,13%,17%,-1%,-2%,6%
Cc1ccc2nc3n(c(=O)c2c1)-c1ccc(Cl)cc1C(=O)NC3Cc1ccccc1 (centres undefined),1%,nt,25%,-4%,nt,nt,nt,nt,4%,nt,-2%

# Screens deposited in PubChem by National Center for Advancing Translational Sciences (NCATS).
